M17LAP inhibition: P. falciparum M17LAP inhibitors, primary screen, biochemical, fluorogenic H-Leu-NHMec substrate, 1536-well (AID 1619) | recombinant M17LAP, H-Leu-NHMec fluorogenic kinetic assay; higher % means a stronger effect | 220,000 tested, 0.38% active | inhibition, % at 30 µM; hits with a dose series show IC50 in µM | Leucine aminopeptidase (Plasmodium falciparum (isolate 3D7));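 active = compound inhibiting the enzyme by more than half at any dose during confirmatory dose-response retesting; inconclusive = strong single-dose inhibitors picked by rank but not retested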;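 also: plate controls were full reaction with DMSO carrier for no effect and no enzyme background for full effect; strong numbers were not always called active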
P. falciparum M1AAP: P. falciparum M1AAP inhibitors, biochemical, fluorogenic H-Leu-NHMec substrate, 1536-well (AID 1445); inhibition, % at 30 µM; hits with a dose series show IC50 in µM; recombinant M1AAP, H-Leu-NHMec fluorogenic kinetic assay; higher % means a stronger effect; 220,000 tested, 0.42% active;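 active = primary inhibition above the hit cutoff, then over 50% inhibition at one or more dose response concentrations, cut at about 23% in these data, passing the limit was not always enough; inconclusive = conflicting primary data, or primary hits not chosen for dose response; inactive = low primary inhibition, or under 50% at every dose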;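 also: plate controls were DMSO full reaction for no effect and no enzyme background for full effect; strong numbers were not always called active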
LYP inhibition: inhibitors of LYP phosphatase, biochemical, fluorescence intensity, uHTS (AID 1779); Tyrosine-protein phosphatase non-receptor type 22 (Homo sapiens); recombinant LYP phosphatase, fluorescence intensity; higher % means a stronger effect; inhibition, % at 11.5 µM; hits with a dose series show IC50 in µM; 290,000 tested, 0.054% active;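 also: plate controls were vehicle with enzyme for no effect and no enzyme for full effect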
Dynein cargo inh: inhibitors of GR-EGFP nuclear translocation, primary screen, dynein cargo transport inhibitor project, imaging, high-content, 3617.4 mouse cells | 220,000 tested, 0.47% active | test concentration mostly 20 µM; stimulated with dexamethasone, 1 µM; hits give low values | z-score, hits read low;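 active = plate z-score of nuclear minus cytoplasmic receptor signal below a set negative limit, without overly bright fluorescence or cell loss, cut at about -3.5 in these data, passing the limit was not always enough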;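 also: z-score of nuclear minus cytoplasmic ring GR-EGFP intensity difference per well; some compounds called inactive have numbers as strong as hits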
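medium = tetracycline-free induction medium containing charcoal-stripped FBS | probe or stimulus = dexamethasone, 1.0 µM final | timing = 48 h induction, then 1 h compound, then 30 min agonist, 37 °C | detection = automated 10x imaging of fixed Hoechst-stained cells | read-out basis = nuclear versus cytoplasmic GR-EGFP signal, averaged per well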
AID2073: inhibitors of Mint1-CaV2.2 protein interaction, biochemical, HTRF (AID 2073). Voltage-dependent N-type calcium channel subunit alpha-1B (Homo sapiens). HTRF protein-protein interaction, Mint1-CaV2.2; higher % means a stronger effect. 290,000 tested, 0.19% active. inhibition, % at 20 µM; hits with a dose series show IC50 in µM; in the data active = inhibition mostly above about 51%, no sharp cut-off; inconclusive = no clear call, values can overlap the other calls; inactive = mostly below about 53%; also: some results filed as inactive read as strong as hits
human PMI inhibition: inhibitors of human PMI, primary screen, biochemical, fluorescence intensity, coupled assay (AID 1209). Mannose-6-phosphate isomerase (Homo sapiens). purified PMI enzyme, coupled fluorescence intensity; higher % means a stronger effect. inhibition, % at 20 µM, or IC50 in µM where a hit was titrated. 190,000 tested, 0.42% active;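 also: plate controls were DMSO vehicle for no effect and wells lacking substrate for full effect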
XIAP antagonists: XIAP antagonists, biochemical, IAP family, fluorescence polarization (AID 1018) | displacement, % at 20 µM, or IC50 in µM where a hit was titrated | 200,000 tested, 0.007% active | E3 ubiquitin-protein ligase XIAP (Homo sapiens) | XIAP BIR domain, fluorescence polarization peptide displacement; higher % means a stronger effect; in the data active = displacement above about 50%; also: a part of the inactive calls stands beside numbers as strong as those of hits
Siah-1 displacement: Siah-1 peptide-binding antagonists, primary screen, biochemical, fluorescence polarization, rhodamine-plectin, uHTS (AID 1817). E3 ubiquitin-protein ligase SIAH1 (Homo sapiens). Siah-1 / rhodamine-plectin peptide fluorescence polarization; higher % means a stronger effect. 290,000 tested, 0.02% active. displacement, % at 20 µM; hits with a dose series show IC50 in µM;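 active = displacement of at least 50% at 20 µM, with a fluorescence ratio check between 0.3 and a set limit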;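 also: plate controls were Siah plus tracer with DMSO for no effect and tracer alone without Siah for full effect; strong numbers were not always called active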
PMI inhibition: human PMI inhibitors, high substrate, primary screen, biochemical, fluorescence intensity, high mannose 6-phosphate (AID 1220); Mannose-6-phosphate isomerase (Homo sapiens); recombinant PMI enzyme, coupled fluorescence intensity; higher % means a stronger effect; one-dose inhibition, % at 20 µM; IC50 in µM for titrated hits; 190,000 tested, 0.66% active
Dynein cargo inh cytoplasmic EGFP: second read-out of Dynein cargo inh, no call of its own (marks repeat the call); z-score; measured here: cytoplasmic GR-EGFP intensity; hits give high values
Dynein cargo inh nuclear GR-EGFP: second read-out of Dynein cargo inh, no call of its own (marks repeat the call); z-score; measured here: nuclear GR-EGFP intensity;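 lower value marks the stronger effect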
Dynein cargo inh cell count: second read-out of Dynein cargo inh, no call of its own (marks repeat the call); z-score; measured here: cell count per field
* hit, by the source's call; u = inconclusive; x = not tested or not shown. Rule as the data show it, unless noted: active = inhibition above about 50%; inactive = the rest.

SMILES	M17LAP inhibition	P. falciparum M1AAP	LYP inhibition	Dynein cargo inh	Dynein cargo inh cytoplasmic EGFP	Dynein cargo inh nuclear GR-EGFP	Dynein cargo inh cell count	AID2073	human PMI inhibition	XIAP antagonists	Siah-1 displacement	PMI inhibition
COc1ccc(-n2c(SCC(=O)Nc3nc(C)cs3)nnc2-c2ccoc2C)cc1	8%	-3%	4%	-0.51	-0.13	-0.88	0.52	-8%	-18%	-10%	-1%	-8%
CC1Cc2ccccc2N1C(=O)/C=C/c1cccc(F)c1 (stereo unspecified)	2%	5%	2%	-0.044	-0.19	0.029	0.15	-8%	11%	-2.3%	17%	10%
O=C1CC(=C(c2ccccc2)c2ccccc2)C(=O)N1CCCCN1CCN(c2ccccc2)CC1	-3%	10%	1%	-0.51	-0.18	-0.069	0.17	4%	-11%	-12%	2%	-20%
C#CCOCCOCCOCCNc1nc(N2CCOCC2)nc(N2CCN(C(=O)[C@H](Cc3cc4ccccc4[nH]3)n3cc([C@@H](N)C(C)CC)nn3)CC2)n1 (stereo partly specified)	-4%	-1%	-11%	0.93	0.24	1.1	-2.1	14%	-24%	-3.5%	-6%	-15%
CS(=O)(=O)N(CC(=O)Nc1ccccc1-c1ccccc1)c1ccccc1	-1%	-5%	0%	0.29	-0.27	0.27	-0.42	41%	-6%	-2.9%	3%	-8%
COC(=O)c1ccc(C)c(NC(=O)CN(c2ccccc2)S(=O)(=O)N(C)C)c1	4%	-2%	-4%	1.4	0.047	0.67	-0.81	-6%	0%	-1.7%	6%	0%
COc1ccc(OCC(O)COc2ccc(OC)cc2)cc1	-4%	2%	-5%	0.2	-0.26	0.95	-0.12	-1%	-6%	0.7%	0%	-2%
CC1(C)Cc2c(sc3nc4n(-c5ccccc5)c(=O)c(CCC(=O)O)nn4c(=O)c23)CO1	15%	0%	2%	-0.16	-0.25	0.39	-0.74	-15%	x	x	12%	x
CCO[C@H]1OC(C(=O)N2CCN(C)CC2)=C[C@@H](C)[C@@H]1CCCO	2%	-1%	-6%	0.14	-0.3	0.48	-0.65	10%	8%	-4.4%	9%	5%
O=C(C1CC1)N1CCc2cc(Br)cc(S(=O)(=O)N3CCOCC3)c21	7%	-3%	-2%	0.72	-0.26	0.39	0.58	-4%	4%	-5.9%	6%	5%
CCCCNC(=S)N(C)/N=C/c1ccc2c(c1)OCO2	1%	2%	0%	0.036	-0.26	0.097	-0.082	14%	15%	-2.8%	-2%	5%
COC(=O)c1cccc(NC2CC(=O)N(c3ccc(OC)c(OC)c3)C2=O)c1 (stereo unspecified)	8%	6%	-7%	1.5	-0.092	1.4	-0.62	2%	14%	-2.0%	6%	16%
Nc1ccccc1SC1CC(=O)N(c2ccc3c(c2)OCO3)C1=O (stereo unspecified)	-2%	-5%	-6%	1.9	-0.022	1.3	-2.2	-26%	x	x	-7%	x
COc1ccc(-c2[nH]ncc2C2N=C(N)Nc3nc4ccccc4n32)cc1 (stereo unspecified)	8%	-8%	-7%	1.1	-0.23	0.3	0.13	5%	-7%	-3.6%	2%	-7%
CCOC(=O)c1ccc(NC(=S)N(CCN(C)C)Cc2cccs2)cc1	-6%	-2%	-2%	-0.035	-0.36	0.28	-0.019	-26%	6%	-2.8%	1%	15%
Cc1ccccc1/C=N/NC(=O)CSc1nc2ccccc2o1	6%	1%	-6%	0.28	-0.18	1	-0.48	-2%	-6%	-2.6%	1%	3%
O=C1CCC/C1=C\Nc1ccc(Cl)c([N+](=O)[O-])c1	17%	12%	-3%	0.35	-0.14	0.5	-0.46	-13%	x	x	5%	x
Cc1ccn(CCC(=O)N2CCCC(CCC(=O)N3CCN(c4ccccn4)CC3)C2)n1 (stereo unspecified)	-5%	2%	-4%	-0.43	-0.37	-0.25	0.56	6%	4%	0.6%	-2%	-3%
CCOC(=O)NNC(=O)C12CC3CC(CC(C3)C1)C2	-13%	0%	-5%	-0.43	-0.23	-0.28	0.85	7%	-10%	-5.0%	6%	-12%
O=C1c2ccccc2NC(c2ccccc2)N1c1ccc(O)cc1 (stereo unspecified)	5%	6%	-3%	-0.88	-0.31	-0.54	0.67	3%	0%	-4.9%	4%	6%

8 consecutive entries already listed, for reference:
SMILES	M17LAP inhibition	P. falciparum M1AAP	LYP inhibition	Dynein cargo inh	Dynein cargo inh cytoplasmic EGFP	Dynein cargo inh nuclear GR-EGFP	Dynein cargo inh cell count	AID2073	human PMI inhibition	XIAP antagonists	Siah-1 displacement	PMI inhibition
COc1ccc(-n2c(SCC(=O)Nc3nc(C)cs3)nnc2-c2ccoc2C)cc1	8%	-3%	4%	-0.51	-0.13	-0.88	0.52	-8%	-18%	-10%	-1%	-8%
CC1Cc2ccccc2N1C(=O)/C=C/c1cccc(F)c1 (stereo unspecified)	2%	5%	2%	-0.044	-0.19	0.029	0.15	-8%	11%	-2.3%	17%	10%
O=C1CC(=C(c2ccccc2)c2ccccc2)C(=O)N1CCCCN1CCN(c2ccccc2)CC1	-3%	10%	1%	-0.51	-0.18	-0.069	0.17	4%	-11%	-12%	2%	-20%
C#CCOCCOCCOCCNc1nc(N2CCOCC2)nc(N2CCN(C(=O)[C@H](Cc3cc4ccccc4[nH]3)n3cc([C@@H](N)C(C)CC)nn3)CC2)n1 (stereo partly specified)	-4%	-1%	-11%	0.93	0.24	1.1	-2.1	14%	-24%	-3.5%	-6%	-15%
CS(=O)(=O)N(CC(=O)Nc1ccccc1-c1ccccc1)c1ccccc1	-1%	-5%	0%	0.29	-0.27	0.27	-0.42	41%	-6%	-2.9%	3%	-8%
COC(=O)c1ccc(C)c(NC(=O)CN(c2ccccc2)S(=O)(=O)N(C)C)c1	4%	-2%	-4%	1.4	0.047	0.67	-0.81	-6%	0%	-1.7%	6%	0%
COc1ccc(OCC(O)COc2ccc(OC)cc2)cc1	-4%	2%	-5%	0.2	-0.26	0.95	-0.12	-1%	-6%	0.7%	0%	-2%
CC1(C)Cc2c(sc3nc4n(-c5ccccc5)c(=O)c(CCC(=O)O)nn4c(=O)c23)CO1	15%	0%	2%	-0.16	-0.25	0.39	-0.74	-15%	x	x	12%	x

Going on with the list.
SMILES	M17LAP inhibition	P. falciparum M1AAP	LYP inhibition	Dynein cargo inh	Dynein cargo inh cytoplasmic EGFP	Dynein cargo inh nuclear GR-EGFP	Dynein cargo inh cell count	AID2073	human PMI inhibition	XIAP antagonists	Siah-1 displacement	PMI inhibition
O=C(c1cc(-c2cccs2)nc2ccccc12)N1CCN(c2ccccc2)CC1	-4%	3%	16%	-2.1	-0.24	-0.96	3	14%	3%	-2.1%	-2%	3%
O=C(/C=C/c1ccc([N+](=O)[O-])cc1)NCCSc1ccccc1	3%	6%	0%	-0.14	-0.19	-0.37	0.0016	-1%	8%	-8.0%	-1%	6%
COc1ccccc1C(=O)NCCn1ccc2ccccc21	2%	6%	0%	-0.29	-0.29	0.024	-0.065	4%	-2%	-2.8%	4%	-3%
CCn1ncc(/C=C/C(=O)Nc2c(C)nn(CC)c2C)c1C	15%	5%	-6%	-0.065	0.56	0.44	0.44	6%	-5%	-5.1%	7%	3%
CC(=O)c1cccc(NC(=O)CSc2nnc(-c3ccc(S(=O)(=O)N4CCCC4)cc3)o2)c1	-4%	6%	-2%	-1	-0.26	-0.41	0.11	1%	1%	-6.1%	4%	1%
CCN(C(=O)COC(=O)c1cc(S(=O)(=O)N2CCOCC2)c(Cl)cc1Cl)C1CCS(=O)(=O)C1 (stereo unspecified)	2%	0%	-3%	0.53	-0.17	0.98	-1.2	15%	0%	-21%	8%	10%
Cc1cc(-c2nnc(CCC(=O)N(C)CCc3ccccc3)o2)no1	7%	-3%	-10%	0.027	-0.19	0.15	0.34	0%	x	x	-4%	x
CC1CN(c2ccccc2)C(=O)CS1 (stereo unspecified)	3%	2%	-6%	-0.011	-0.12	0.37	0.032	20%	6%	-3.5%	5%	2%
CCCCC(=O)OCC(=O)c1[nH]c(C)c(C(C)=O)c1C	-3%	0%	3%	0.63	-0.32	0.31	-1.1	10%	-21%	-3.8%	-1%	-12%
CN(Cc1cn(-c2ccccc2)nc1-c1ccc(Cl)cc1)C(=O)CCC(=O)O	19%	7%	-4%	-0.9	-0.31	-0.67	0.91	7%	-1%	-2.1%	8%	3%
C/C(=N\NC(=S)NC1CCCCC1)c1ccccc1	9%	11%	1%	1.8	-0.08	0.79	-1.2	-12%	7%	0.5%	-7%	-3%
COc1cc2c(cc1OC)C1=C(C#N)CC/C(=N\S(=O)(=O)c3ccccc3)N1CC2	1%	10%	2%	-0.97	-0.087	-0.4	0.92	-4%	18%	1.4%	-2%	16%
O=C(/C=C/c1ccc2c(c1)OCO2)N1CCN(c2n[nH]c(=O)[nH]c2=O)CC1	0%	1%	-1%	0.074	-0.23	-0.15	0.73	9%	x	x	-1%	x
O=C(Nc1ccc2c(c1)CCC2)c1cccc(F)c1	2%	3%	1%	4.1	-0.0054	1.8	-2.5	-6%	-7%	-9.3%	-4%	-4%
Cc1ccccc1NC(=O)Nc1nnc(CC(=O)NCc2ccccc2)s1	-6%	4%	-4%	0.36	-0.24	-0.05	-0.84	u	9%	-6.5%	10%	-3%
O=C(OCC(F)(F)C(F)F)c1ccccc1C(=O)Oc1ccc(F)cc1F	-1%	-4%	-6%	-0.7	-0.15	-0.59	0.38	-7%	2%	-8.0%	-2%	1%
CC1CCCC(C)N1C(=O)COc1ccc(F)cc1 (stereo unspecified)	9%	-8%	-8%	0.92	-0.087	0.55	-2	2%	8%	-1.5%	-3%	11%
COc1ccc(CNC[C@@H](CCCCN(C)Cc2ccc(OC)cc2)N2C[C@H](c3ccccc3)N(CCc3ccc(Cl)c(Cl)c3)C(=O)C2=O)cc1	3%	11%	-20%	4.1	2.8	3.4	-3.7	12%	-10%	-1.6%	-9%	-3%

Compound activity: PubChem, several laboratories
